From PubChem
NPY-Y1 antag: NPY-Y1 receptor antagonists, primary screen, cell-based. Neuropeptide Y receptor type 1 (Homo sapiens), P25929. HEK293-CNG Y1 cells, membrane potential fluorescence; NPY at EC95, then isoproterenol. inhibition, % at 3.6 µM. 1% of 200,000 active. AID 1040, 2008;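 active = inhibition above the campaign mean inhibition of all tested compounds plus 3 SD, cut at about 20% in these data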;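 note: 0% = DMSO wells given NPY plus isoproterenol and 100% = isoproterenol alone without NPY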
Target sequence (P25929 whole entry, looked up): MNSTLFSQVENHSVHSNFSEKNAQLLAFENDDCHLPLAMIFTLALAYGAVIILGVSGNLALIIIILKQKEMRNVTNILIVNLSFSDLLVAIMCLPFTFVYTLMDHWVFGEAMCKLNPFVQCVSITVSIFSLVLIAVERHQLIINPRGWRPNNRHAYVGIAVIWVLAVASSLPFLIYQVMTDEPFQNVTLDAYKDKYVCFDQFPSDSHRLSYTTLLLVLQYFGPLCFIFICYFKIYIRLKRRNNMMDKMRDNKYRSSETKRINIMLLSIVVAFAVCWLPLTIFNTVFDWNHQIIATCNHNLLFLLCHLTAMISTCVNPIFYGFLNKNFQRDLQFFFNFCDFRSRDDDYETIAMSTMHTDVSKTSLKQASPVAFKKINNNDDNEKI
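Test system: HEK293 cells co-expressing NPY Y1 receptor and cyclic-nucleotide gated channel; Also added: NPY (25 nM), isoproterenol (1 µM), Ro 20-1724 (25 µM); Compound dosing: one concentration, 3.6 µM, in 0.4% DMSO; Timing: dye 3 h, compound 60 min room temperature, stimulation 45 min; Technique: Membrane-potential fluorescent dye readout.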
BaF3 parental: parental Ba/F3 cell viability inhibition, counter-screen for JAK2V617F inhibitor project, murine pro-B, CellTiter-Glo luminescence; inhibition, % at 5.6 µM; CellTiter-Glo ATP luminescence; AID 1486, 2009; 1.1% of 220,000 active;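 active = inhibition above a per-campaign cutoff, the mean inhibition of all tested compounds plus 3 SD, cut at about 27% in these data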;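 note: 0% = DMSO wells and 100% = JAK Inhibitor I control wells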
NPY1 pot ag: NPY-Y1 receptor potentiators or agonists, primary screen, cell-based; activation, % at 3.6 µM; 0.37% of 220,000 active; Neuropeptide Y receptor type 1 (Homo sapiens), P25929; NPY-Y1 expressing cells, potentiator/agonist activation; AID 1304, 2008; in the data active = activation above about 33%, passing the limit was not always enough;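 note: cells stimulated with NPY at EC10 then isoproterenol at EC100; 0% = low agonist plus stimulus and 100% = saturating agonist plus stimulus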
S1P4 agonist: S1P4 receptor agonists, primary screen, cell-based. 0.35% of 220,000 active. S1P4-expressing cell line, agonist reporter assay. AID 1509, 2009. activation, % at 4.98 µM; in the data active = activation above about 11%;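 note: 0% = DMSO vehicle and 100% = reference agonist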
p47phox inh: p47phox/p22phox peptide binding inhibitors, primary screen, biochemical, uHTS, NADPH oxidase regulatory subunit | 0.53% of 220,000 active | fluorescence polarization, 2 h | inhibition, % at 24.7 µM;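 active = inhibition above about 30%, limit read from the data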;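 note: 0% = p47phox with labelled peptide and 100% = labelled peptide alone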
Target sequence (P14598 whole entry, looked up): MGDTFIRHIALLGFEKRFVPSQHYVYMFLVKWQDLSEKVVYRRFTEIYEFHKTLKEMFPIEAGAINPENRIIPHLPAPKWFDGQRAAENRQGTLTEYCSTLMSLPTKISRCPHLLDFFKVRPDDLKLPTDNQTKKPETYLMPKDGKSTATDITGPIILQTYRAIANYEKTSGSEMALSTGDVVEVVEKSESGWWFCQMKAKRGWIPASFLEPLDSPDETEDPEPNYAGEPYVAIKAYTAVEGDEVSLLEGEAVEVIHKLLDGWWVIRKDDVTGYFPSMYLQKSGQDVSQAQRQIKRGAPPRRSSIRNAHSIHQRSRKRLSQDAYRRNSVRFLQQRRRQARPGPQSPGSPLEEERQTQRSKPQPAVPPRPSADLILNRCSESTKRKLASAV
Ba/F3 V617F tox: reduced viability of JAK2V617F-dependent Ba/F3 cells, primary screen, JAK2V617F inhibitor project, cell-based, Ba/F3 EpoR-JAK2V617F, luminescence. ATP luminescence. inhibition, % at 5.6 µM. 1.1% of 220,000 active;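 active = inhibition above the campaign mean plus 3 SD over all tested compounds, cut at about 24% in these data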;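 note: cytokine-independent growth of Ba/F3 cells driven by EpoR plus mutant JAK2; 0% = DMSO-treated cells and 100% = JAK inhibitor I control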
S1P4 antag: S1P4 receptor antagonists, primary screen, cell-based. Sphingosine 1-phosphate receptor 4 (Homo sapiens), O95977. AID 1510, 2009. inhibition, % at 4.98 µM. 0.26% of 220,000 active. S1P4-expressing cells, antagonist mode, reporter read-out; in the data active = inhibition above about 29%;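 note: 0% = wells stimulated with agonist and 100% = vehicle wells without agonist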
CHOP inhibitor: inhibitors of CHOP promoter induction, primary screen, cell-based, unfolded protein response, luciferase reporter; CHO-K1 CHOP-promoter luciferase, tunicamycin-induced, 15-18 h; inhibition, % at 10 µM; 3.8% of 220,000 active;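 active = compounds that reduced the stress-induced luciferase reporter signal by more than about 70% of percent inhibition, limit read from the data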;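 note: 0% = tunicamycin plus vehicle and 100% = wells without tunicamycin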
NPY-Y2 PAM-ag: NPY-Y2 potentiators or agonists, primary screen, cell-based; cells expressing NPY-Y2, potentiator/agonist read-out; 0.45% of 220,000 active; Neuropeptide Y receptor type 2 (Homo sapiens), P49146; AID 1359, 2008; activation, % at 3.6 µM; in the data active = activation above about 27%;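 note: cells stimulated with NPY near EC25 plus isoproterenol at EC100; 0% = vehicle plus submaximal agonist and 100% = vehicle plus saturating agonist; some results beyond the cut were filed as inactive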
An asterisk follows results filed as active; · = no result given.

(1) CCCS(=O)(=O)c1c(S(=O)(=O)CCC)c2c(N)cccn2c1C(=O)c1ccc(F)cc1
(2) COc1ccc(CCNS(=O)(=O)c2cnc(Cl)c(Br)c2)cc1OC
(3) Cc1nc2ccccc2nc(C)c1=NO
(4) Cn1nc(C(=O)N2CCN(S(=O)(=O)c3ccccc3)CC2)c2ccccc2c1=O
(5) Cc1cccc(N=C(NO)c2nonc2N)c1
(6) COc1ccc(CNC(=O)CN(c2cccc(OC)c2)S(C)(=O)=O)cc1

entry no.	1	2	3	4	5	6
NPY-Y1 antag	-8	·	-7	-4	3	8
BaF3 parental	2	-1	3	3	2	2
NPY1 pot ag	-6	-14	1	-2	5	-3
S1P4 agonist	-1.9	0.5	1.8	-2.5	2.5	2.3
p47phox inh	-16	-13	-9	2	-47	-2
Ba/F3 V617F tox	-4	1	0	-2	1	-3
S1P4 antag	-3	-3	-2	0	12	-9
CHOP inhibitor	-11	-1	22	3	25	23
NPY-Y2 PAM-ag	16	-12	-5	2	9	-1

(7) Cc1ccccc1Cn1nc(C)c(NC(=O)c2noc3c2CCc2ccccc2-3)c1C
(8) CCOC(=O)CCSCC(=O)N1N=C(c2cccs2)CC1c1ccc(C)cc1 (centres undefined)
(9) CCOC(=O)CSc1nnc(CSc2nc3sc4c(c3c(=O)[nH]2)CCC4)n1-c1ccccc1
(10) COc1cccc(CNC23CC4CC(CC(C4)C2)C3)c1OCc1ccccc1
(11) COc1ccc(-c2nnc3sc(-c4cccs4)nn23)cc1OC
(12) CCCCC(=O)Nc1ccc(C(=O)Nc2cc(C(F)(F)F)ccc2Cl)cc1

entry no.	7	8	9	10	11	12
NPY-Y1 antag	7	5	10	165*	-2	0
BaF3 parental	2	6	6	7	3	3
NPY1 pot ag	10	0	-39	-90	-30	-7
S1P4 agonist	3.2	0.0	2.9	-2.3	-2.0	0.2
p47phox inh	-11	-14	-16	-7	-15	-11
Ba/F3 V617F tox	-4	-1	1	11	5	2
S1P4 antag	-39	-10	-13	19	10	-3
CHOP inhibitor	54	49	-3	-22	-2	94*
NPY-Y2 PAM-ag	-9	-15	-27	-23	-9	-7

Part of the list above in a different format.
#6 COc1ccc(CNC(=O)CN(c2cccc(OC)c2)S(C)(=O)=O)cc1
  NPY-Y1 antag: 8
  BaF3 parental: 2
  NPY1 pot ag: -3
  S1P4 agonist: 2.3
  p47phox inh: -2
  Ba/F3 V617F tox: -3
  S1P4 antag: -9
  CHOP inhibitor: 23
  NPY-Y2 PAM-ag: -1

#7 Cc1ccccc1Cn1nc(C)c(NC(=O)c2noc3c2CCc2ccccc2-3)c1C
  NPY-Y1 antag: 7
  BaF3 parental: 2
  NPY1 pot ag: 10
  S1P4 agonist: 3.2
  p47phox inh: -11
  Ba/F3 V617F tox: -4
  S1P4 antag: -39
  CHOP inhibitor: 54
  NPY-Y2 PAM-ag: -9

#8 CCOC(=O)CCSCC(=O)N1N=C(c2cccs2)CC1c1ccc(C)cc1 (centres undefined)
  NPY-Y1 antag: 5
  BaF3 parental: 6
  NPY1 pot ag: 0
  S1P4 agonist: 0.0
  p47phox inh: -14
  Ba/F3 V617F tox: -1
  S1P4 antag: -10
  CHOP inhibitor: 49
  NPY-Y2 PAM-ag: -15

#9 CCOC(=O)CSc1nnc(CSc2nc3sc4c(c3c(=O)[nH]2)CCC4)n1-c1ccccc1
  NPY-Y1 antag: 10
  BaF3 parental: 6
  NPY1 pot ag: -39
  S1P4 agonist: 2.9
  p47phox inh: -16
  Ba/F3 V617F tox: 1
  S1P4 antag: -13
  CHOP inhibitor: -3
  NPY-Y2 PAM-ag: -27

The results go on.
(13) COCCNC(=O)c1ccc(CS(=O)(=O)c2ccccc2)o1
(14) Cc1ccc(C(=O)CSc2nnc(-c3ccccc3)n2-c2ccccc2)o1
(15) Cc1cc2ncc(S(=O)(=O)C(C)(C)C)c(N)n2n1
(16) CC1CC1C(=O)OCC(=O)Nc1cccc(S(=O)(=O)NC2=NCCCCC2)c1 (centres undefined)
(17) CC1CCN(C(=O)CNC(=O)Cn2ccc3ccccc3c2=O)CC1
(18) Cc1nc(NCCNC(=O)c2ccco2)c2c(C)c(C)sc2n1

entry no.	13	14	15	16	17	18
NPY-Y1 antag	-3	-2	-6	·	-1	0
BaF3 parental	3	5	6	1	0	3
NPY1 pot ag	-3	33	6	17	-4	0
S1P4 agonist	-0.9	0.7	1.3	1.4	1.7	0.9
p47phox inh	-5	-13	1	1	8	-9
Ba/F3 V617F tox	2	-1	0	-3	0	0
S1P4 antag	21	4	-12	0	-15	-17
CHOP inhibitor	35	17	3	15	32	39
NPY-Y2 PAM-ag	6	24	8	-18	-2	10

(19) Cc1csc(SCC(=O)c2cc(C)n(Cc3cccs3)c2C)n1
(20) c1ccc(Oc2nc(-c3cccnc3)nc3ccccc23)cc1
(21) CC(=O)Nc1cccc(Oc2ccc3c(c2)C(=O)N(CCC(=O)O)C3=O)c1
(22) Fc1ccc(N2N=C(c3cccs3)CC2c2ccco2)c(F)c1 (centres undefined)
(23) Cc1cc(=O)[nH]c(N/N=C/c2c(C)nn(-c3ccccc3)c2Cl)n1
(24) N#Cc1nc(-c2ccc(OCc3ccc(Cl)cc3)cc2)oc1N1CCC(C(N)=O)CC1

entry no.	19	20	21	22	23	24
NPY-Y1 antag	-2	·	-2	-3	·	-3
BaF3 parental	2	-1	2	2	0	0
NPY1 pot ag	-2	-25	-28	-4	-4	2
S1P4 agonist	1.4	-0.8	-1.4	2.1	0.3	3.4
p47phox inh	-26	-19	-6	-8	-5	·
Ba/F3 V617F tox	-5	-4	-1	1	-1	-2
S1P4 antag	2	13	3	15	-21	-27
CHOP inhibitor	76*	54	-28	35	2	·
NPY-Y2 PAM-ag	6	-40	-10	-14	-7	-7

(25) CN1CCN(NC(=O)CN2C(=O)/C(=C/c3ccccc3F)SC2=S)CC1
(26) COc1ccc(-n2c(SC3CCOC3=O)nc3ccccc3c2=O)cc1Cl (centres undefined)
(27) COc1cccc(-c2cc(C(=O)Nc3cccc(O)c3)no2)c1
(28) CCCCOc1ccc(C(=O)N/C(=C\c2cccc([N+](=O)[O-])c2)C(=O)OC(C)C)cc1
(29) COc1ccccc1NC(=O)COc1ccc(/C=N/n2cnnc2)cc1OC
(30) CCOC(=O)C1(Cc2ccc(Cl)cc2)CCN(Cc2cnc(N)nc2)CC1

entry no.	25	26	27	28	29	30
NPY-Y1 antag	5	1	-9	5	0	3
BaF3 parental	6	2	-1	5	4	1
NPY1 pot ag	-17	-13	-12	-15	-12	-13
S1P4 agonist	1.2	1.2	-1.4	1.8	-2.4	-0.9
p47phox inh	-27	1	-9	1	-4	-16
Ba/F3 V617F tox	-3	2	-6	6	-2	3
S1P4 antag	-8	-15	-3	-9	-17	-2
CHOP inhibitor	28	5	·	36	-22	16
NPY-Y2 PAM-ag	-2	-2	17	-9	8	0

(31) COc1ccc(OCCCNCCc2ccccc2)cc1
(32) Cc1ccc(OCC(=O)Nc2ccc(S(=O)(=O)Nc3ccccn3)cc2)c(C)c1
(33) COc1cccc(Oc2nc(-c3ccncc3)nc3ccccc23)c1
(34) COC(=O)c1ccc(OCC(O)CN(CCO)CCO)cc1 (centres undefined)
(35) Cc1cc(OCCn2ccnc2)cc(C(C)C)c1
(36) CC(C)N(Cc1nc(-c2ccccc2)no1)C(=O)C(C)(C)C

entry no.	31	32	33	34	35	36
NPY-Y1 antag	21*	0	·	-1	16	-2
BaF3 parental	6	3	0	3	5	3
NPY1 pot ag	0	6	-49	7	4	-7
S1P4 agonist	-0.5	2.0	0.5	-0.3	-1.5	-0.9
p47phox inh	0	-4	-14	-5	-8	-17
Ba/F3 V617F tox	0	-4	0	0	0	-2
S1P4 antag	-12	-60	-1	7	-21	4
CHOP inhibitor	11	5	3	-4	3	27
NPY-Y2 PAM-ag	-11	7	-24	4	4	-5

(37) CCOc1ccc(NC(=O)CCC(=O)NNC(=O)Nc2ccc(Cl)cc2)cc1
(38) CCOCCCNC(=O)C(c1ccc(Cl)cc1)N(Cc1ccc2c(c1)OCO2)C(=O)CNC(C)=O (centres undefined)
(39) O=C(O)C1C2C=CC3(CN(Cc4ccccn4)C(=O)C13)O2 (centres undefined)
(40) CCOC(=O)N1CCN(CC(O)COc2ccccc2C(C)CC)CC1 (centres undefined)
(41) COc1ccc(/C=N/Nc2ncnc3c2[nH]c2ccc(C)cc23)c(OC)c1OC
(42) CC1CC(C)(C)NC(=S)N1CCCC(=O)N1CCN(c2ccc(F)cc2)CC1 (centres undefined)

entry no.	37	38	39	40	41	42
NPY-Y1 antag	-5	5	-3	0	·	1
BaF3 parental	2	4	3	1	-1	-1
NPY1 pot ag	-2	-20	0	-9	3	5
S1P4 agonist	2.3	-0.3	-1.6	2.1	1.8	-1.5
p47phox inh	-3	-10	-7	-14	7	-1
Ba/F3 V617F tox	-2	1	-4	-5	-1	-5
S1P4 antag	-3	16	6	-11	-10	-9
CHOP inhibitor	-5	13	-14	16	32	20
NPY-Y2 PAM-ag	7	-6	-7	3	-2	8

(43) CCCCn1c(SCC(=O)Nc2nnc(CC)s2)nc2ccccc2c1=O
(44) COC(=O)C1=C(C)Nc2c(c(=O)n(C)c(=O)n2C)C1c1cccs1 (centres undefined)
(45) CC1Cc2ccccc2N1C(=O)CN1CCC(n2nnc3cc(C(F)(F)F)ccc32)CC1 (centres undefined)
(46) O=C1C2CC=CCC2C(=O)N1c1n[nH]c(Cc2ccccc2)n1 (centres undefined)
(47) CC(C)NC(=S)N1CCN(Cc2ccc3c(c2)OCO3)CC1
(48) CC1CCCCC1NC(=O)COC(=O)/C=C/c1ccc2c(c1)OCO2 (centres undefined)

entry no.	43	44	45	46	47	48
NPY-Y1 antag	-1	-3	-5	-2	2	18
BaF3 parental	8	2	4	1	6	1
NPY1 pot ag	-4	12	13	7	-1	-26
S1P4 agonist	0.7	-1.5	-0.4	0.9	0.9	0.2
p47phox inh	-3	16	1	-10	-6	-9
Ba/F3 V617F tox	-1	-6	1	-5	0	0
S1P4 antag	-2	-13	13	-11	0	-8
CHOP inhibitor	28	6	41	0	-9	47
NPY-Y2 PAM-ag	-1	10	-1	-10	-3	-17

(49) CC(C)Sc1nc(SCC(=O)NCc2ccco2)c2c3c(sc2n1)COC(C)(C)C3
(50) CC(Oc1ccc(Cl)cc1Cl)C(=O)N(C)c1ccccc1 (centres undefined)
(51) O=C(COc1ccc(Cl)cc1)Nc1ccccc1CO
(52) COc1ccc(CC2(CO)CCN(Cc3cc4ccccc4o3)CC2)cc1

entry no.	49	50	51	52
NPY-Y1 antag	5	4	4	2
BaF3 parental	5	7	2	5
NPY1 pot ag	8	-1	-2	-20
S1P4 agonist	0.6	0.3	0.4	-0.7
p47phox inh	-11	2	-2	-4
Ba/F3 V617F tox	1	1	1	2
S1P4 antag	-6	-5	-12	-11
CHOP inhibitor	-6	-1	-28	33
NPY-Y2 PAM-ag	10	0	1	-9
